KLK7 zymogen act – proKLK7 zymogen activators, primary screen, biochemical, fluorescence intensity; Kallikrein-7 (Homo sapiens), P49862; purified proKLK7, EDANS-DABCYL substrate fluorescence; 100% is mature enzyme control, 0% vehicle; activation, % at 7 µM; 0.9% of 370,000 active;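 active means activation above the mean of all tested compounds plus 3 SD, computed per campaign excluding outliers beyond control limits, cut at about 13% in these data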
TDP2 inh – human TDP2 enzyme inhibitors, primary screen, biochemical, epi absorbance, recombinant enzyme; Tyrosyl-DNA phosphodiesterase 2 (Homo sapiens), O95551; T5PNP hydrolysis, p-nitrophenol absorbance 415 nm; inhibition, % at 12.8 µM; 0.34% of 370,000 active;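 active means inhibition above the mean of all tested compounds plus 3 SD, set per campaign, cut at about 25% in these data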;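 further: 0% = DMSO with enzyme and 100% = buffer with substrate but no TDP2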
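Evaluation: % inhibition relative to enzyme-containing and enzyme-free wells. Material: recombinant human TDP2. Benchmarks: enzyme-free and DMSO wells. Timing: enzyme reaction with compound for 2 h at 37 °C. Compound dosing: 12.8 µM only. Measured by: p-Nitrophenol epi absorbance. Reagent: T5PNP substrate at 5 mM, a TopII-DNA adduct mimic. Replication: single well per compound.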
LEDGF integ inh – blockers of LEDGF/p75-dependent integrase strand transfer – biochemical, TR-FRET, high throughput, primary screen. TR-FRET IN-LEDGF/p75 DNA integration, Eu/Cy5. inhibition, % at 3.7 µM. 0.64% of 370,000 active. HIV-1 integrase (with human LEDGF/p75). AID 743269, 2014;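 active means inhibition above the screen-wide mean plus 3 SD, cut at about 13% in these data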;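 further: signal is the Cy5 over europium emission ratio at 671 and 618 nm; 0% = plate median of compound wells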
ASAP1 GAP inh – inhibitors of human ASAP1 ArfGAP activity, primary screen, biochemical, fluorescence polarization; Arf-GAP with SH3 domain, ANK repeat and PH domain-containing protein 1 (Homo sapiens), …; ASAP1-stimulated ARF1 GTP hydrolysis, GDP FP detection; inhibition, % at 16.5 µM; 0.19% of 360,000 active; in the data active means inhibition above about 25%;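 further: 0% = vehicle with enzyme and substrate and 100% = no enzyme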
Target sequence (Q9ULH1 325-724 limits assumed): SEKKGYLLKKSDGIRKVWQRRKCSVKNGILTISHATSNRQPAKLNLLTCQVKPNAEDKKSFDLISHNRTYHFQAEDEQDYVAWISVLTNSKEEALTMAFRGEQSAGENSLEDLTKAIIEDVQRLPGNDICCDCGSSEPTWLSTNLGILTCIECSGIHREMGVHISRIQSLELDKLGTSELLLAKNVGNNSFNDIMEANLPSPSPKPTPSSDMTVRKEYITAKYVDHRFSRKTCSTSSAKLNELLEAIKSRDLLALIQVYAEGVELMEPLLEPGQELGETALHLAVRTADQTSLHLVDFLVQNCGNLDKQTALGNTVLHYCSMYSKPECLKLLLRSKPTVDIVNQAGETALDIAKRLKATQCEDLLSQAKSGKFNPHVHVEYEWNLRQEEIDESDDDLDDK
Tn6 DDE FP – inhibitors of Tn6 peptide binding to fibrin DD(E), primary screen, biochemical, fluorescence polarization, human fibrin, Tn6 probe; 0.21% of 370,000 active; Fibrinogen beta chain (Homo sapiens), P02675; Fibrin DD(E) TRITC-Tn6 fluorescence polarization displacement; AID 720509, 2013; inhibition, % at 8.3 µM;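 active means inhibition above a per-campaign cutoff: mean of compounds within control limits plus 3 SD, cut at about 15% in these data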;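 further: 0% = median of all compound wells on the plate and 100% = blocking peptide control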
Target sequence (P02675 whole entry, looked up): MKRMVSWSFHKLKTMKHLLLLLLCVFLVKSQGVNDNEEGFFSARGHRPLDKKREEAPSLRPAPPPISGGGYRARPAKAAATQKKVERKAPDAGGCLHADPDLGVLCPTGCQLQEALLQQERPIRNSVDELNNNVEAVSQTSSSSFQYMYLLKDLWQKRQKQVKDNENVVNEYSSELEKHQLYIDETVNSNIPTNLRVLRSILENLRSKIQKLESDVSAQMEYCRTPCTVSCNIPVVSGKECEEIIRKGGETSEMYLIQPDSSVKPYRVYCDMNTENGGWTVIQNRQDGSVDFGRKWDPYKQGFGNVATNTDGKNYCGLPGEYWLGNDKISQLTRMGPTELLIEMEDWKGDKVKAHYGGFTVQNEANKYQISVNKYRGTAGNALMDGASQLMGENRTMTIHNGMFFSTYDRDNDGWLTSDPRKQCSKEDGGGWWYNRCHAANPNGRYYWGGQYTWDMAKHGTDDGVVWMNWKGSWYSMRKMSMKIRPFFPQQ
PLC-gamma1 inh – PLC-gamma1 enzyme inhibitors, primary screen, biochemical, fluorescence, purified enzyme | 1-phosphatidylinositol 4,5-bisphosphate phosphodiesterase gamma-1 (Homo sapiens), P19174 | inhibition, % at 12.2 µM | fluorogenic substrate | 0.84% of 370,000 active | AID 720700, 2013; in the data active means inhibition above about 9.5%
ARFGAP1 inh – inhibitors of rat ARFGAP1 GAP activity, primary screen, biochemical, fluorescence polarization, GDP tracer; ADP-ribosylation factor GTPase-activating protein 1 (Rattus norvegicus), Q62848; Arfgap1-stimulated ARF1 GTP hydrolysis, GDP FP detection; inhibition, % at 16.5 µM; 0.26% of 360,000 active; AID 651572, 2012;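 active means inhibition above a per-plate limit, mean inhibition of low control wells plus 3 SD, cut at about 25% in these data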;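 further: 0% = DMSO wells with enzyme and 100% = wells lacking Arfgap1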
Target sequence (Q62848 1-136 limits assumed): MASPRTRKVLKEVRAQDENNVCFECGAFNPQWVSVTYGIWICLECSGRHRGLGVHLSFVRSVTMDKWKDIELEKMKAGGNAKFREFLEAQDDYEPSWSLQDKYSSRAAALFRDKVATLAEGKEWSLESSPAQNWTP
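system = rat Arfgap1 catalytic domain, aa 1-136 | technique = FP, GDP Alexa 633 tracer displaced from anti-GDP antibody, 620/688 nm | compound = one concentration, 16.5 µM, DMSO 1.26% | medium = HEPES-based buffer, pH 7.5 | timing = compound-enzyme preincubation 20 min, reaction 120 min, detection 60 min, 25 °C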
DDE Tn7 FP inh – inhibitors of Tn7 peptide binding to fibrin DD(E), primary screen, biochemical, fluorescence polarization, human fibrin, Tn7 probe | Fibrinogen beta chain (Homo sapiens), P02675 | AID 720508, 2013 | inhibition, % at 8.3 µM | 0.13% of 370,000 active | FP displacement of FITC-Tn7 peptide from fibrin DD(E); 0% = median of compound wells per plate;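 active means inhibition above the mean of compounds falling within the control limits plus 3 SD of them, cut at about 14% in these data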;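 further: 0% = plate median of compound wells and 100% = 10 µM Aha-Tn7 peptide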
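Test system: human clot-derived fibrin DD(E) complex / Quantity: 2 µM final DD(E) protein / Incubation: 10 min plus 3 h, room temperature / Measured by: fluorescence polarization / Benchmarks: high control of 10 µM Aha-Tn7 peptide / Replicates: singlicate testing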
ADAM17 inh – ADAM17 inhibitors, primary screen, biochemical, QFRET; 0.83% of 370,000 active; Disintegrin and metalloproteinase domain-containing protein 17 (Homo sapiens), P78536; inhibition, % at 6.95 µM; recombinant ADAM17, EDANS/DABCYL FRET peptide cleavage;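 active means inhibition above the mean of compounds lying between control limits plus 3 SD, set per campaign, cut at about 8.5% in these data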;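 further: 0% = DMSO-only wells as the low control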
ADAM10 inh – human ADAM10 inhibitors, primary screen, biochemical, QFRET, HTS; Disintegrin and metalloproteinase domain-containing protein 10 (Homo sapiens), O14672; recombinant ADAM10, EDANS/DABCYL FRET peptide cleavage, 3 h; inhibition, % at 7 µM; 0.62% of 370,000 active; AID 720582, 2013;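 active means inhibition above a per-campaign cutoff equal to the mean of compounds falling between control-based bounds plus 3 SD, cut at about 20% in these data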;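 further: 0% = DMSO wells while the 100% control is not disclosed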
* marks the source's active call; other numbers are inactive results; i = inactive; / = not tested or not shown.

ADAM17 inh	ARFGAP1 inh	Tn6 DDE FP	ASAP1 GAP inh	LEDGF integ inh	PLC-gamma1 inh	TDP2 inh	DDE Tn7 FP inh	ADAM10 inh	KLK7 zymogen act	SMILES
0	-3	3	-2	-2	1	3	-6	-6	-1.1	O=C(CCNS(=O)(=O)c1cccc2nonc12)NC1CCCc2ccccc21 (stereo not drawn)
-6	6	-3	9	-3	0	11	6	5	-0.4	CSCCCNC(=O)c1ccc(OC2CCN(C(=O)c3cccnc3)CC2)cc1
-3	2	-4	4	0	-2	-2	-1	-4	0.1	Cc1ccc2nsnc2c1S(=O)(=O)N1CCN(C)CC1
-6	-5	-3	2	0	2	3	-4	-16	-0.2	CN(C)CCN(C)C1CN(Cc2ccccc2)S(=O)(=O)C1 (stereo not drawn)
-2	4	-1	-5	0	-2	2	0	-4	-0.8	CN(C)CCCN(C(=O)c1ccc2c(c1)CCCC2)c1nc2cc3c(cc2s1)OCO3
-2	0	-7	0	-1	3	1	1	1	0.0	COCCn1c(SCC(=O)Nc2cccc(C)c2)nnc1C(C)C
-1	12	-6	4	1	-21	3	-4	-1	-40	C=CCSC1=N/C(=C\c2cccnc2)C(=O)N1c1ccc(OC)cc1
-2	4	5	12	-3	-21	4	-7	-25	-0.3	COc1ccccc1Cc1c(-c2ccc(F)cc2)nc2ccc(Cl)cn12
-5	/	4	/	-2	-1	0	6	-6	0.5	O=C(Nc1ccccc1)N1CCN(Cc2nc3ccccc3c(=O)[nH]2)CC1
-16	-7	1	2	1	-21	-11	3	-97	-0.1	COC(=O)CCC(=O)c1oc2ccc(Br)cc2c1N
-5	-1	1	9	-3	-1	5	2	-21	0.2	COCOc1ccc(C2CC(=O)c3c(OCOC)cc(OCOC)cc3O2)cc1 (stereo not drawn)
-1	-7	1	-7	-2	0	-16	6	2	-0.2	CC1=NN(c2ccccc2C(=O)O)C(=O)C1N=Nc1ccccc1 (stereo not drawn)
-4	5	-5	13	2	-3	8	-6	0	0.2	O=C(N1CCCCC1)N1CCN(S(=O)(=O)c2ccccc2)CC1
8	5	-2	-4	-3	5	-5	-2	10	0.2	O=C(c1ccccc1)N1CCN(C2c3cccc4cccc(c34)C2NS(=O)(=O)c2ccccc2)CC1 (stereo not drawn)
1	-2	-6	11	1	-2	22	-1	1	-3.7	CCOc1ccc(NC(=O)CCC(=O)Nc2cc(OC)c(NC(=O)c3ccco3)cc2OC)cc1
4	13	-5	-2	1	1	-2	-2	18	0.4	CC1(C)N=C(SCC(=O)Nc2ccc(Cl)cc2)C(c2ccc(Cl)cc2)=N1
0	-11	6	-15	4	4	-4	-2	-4	1.0	CC(C)(C)CC(=O)NCCCCCCNC(=O)CC(C)(C)C
3	1	-2	10	0	0	3	-2	11	0.1	C=CS(=O)(=O)N(Cc1ccccc1Br)[C@H](CO)Cc1ccccc1
-5	4	2	-3	1	-2	9	-1	-15	-0.6	O=C1CNc2ccc(C(=O)N3CCN(c4ccccn4)CC3)cc2N1
-9	-10	-2	-3	1	1	9	7	-14	-0.1	CC(C)OC(=O)CSc1nnc(-c2ccccn2)n1-c1ccccc1
-480	3	5	-3	-5	i	-7	6	i	-30	COc1ccc(-c2cn3cccnc3n2)cc1NC(=O)C(C)Oc1ccccc1 (stereo not drawn)
-3	-2	1	13	-4	-7	6	4	-6	0.3	O=C(NNC(=S)NCCc1ccccc1)c1ccc(Br)s1
-1	5	1	-5	3	2	-3	6	-3	0.8	CCOC(=O)N1CCC(N2CCCC(C(=O)c3ccccc3OC)C2)CC1 (stereo not drawn)
-2	10	-8	4	-3	-1	10	-3	2	-0.1	Cc1ccc(NC(=O)CN(C)C(=O)COC(=O)CNS(=O)(=O)c2ccc(Br)cc2Cl)cc1
-1	17	-5	0	4	-4	5	-8	-8	0.9	CN(CC(=O)Nc1ccccc1C(F)(F)F)C(=O)CCc1nc2sc3c(c2c(=O)[nH]1)CCCC3
0	-15	-5	2	-1	-6	5	-3	-2	0.3	N#Cc1ccc(OCC(=O)Nc2cc(S(=O)(=O)N3CCOCC3)ccc2N2CCCC2)cc1
1	7	-6	3	0	-1	-4	3	8	-0.2	COc1cccc(CNCc2cc(OC)cc(OC)c2)c1
0	7	5	6	-1	0	16	0	2	0.8	C=CCSc1nc2c(cnn2-c2ccccc2)c(=O)n1N
-2	-2	-5	16	-2	0	3	0	2	0.1	CC(C)CCOc1ccc(C2=NNC(=O)CC2)cc1
4	-2	-6	2	1	2	-8	-2	7	0.9	CC1CCCN(Cc2nc3c(c(=O)n(C)c(=O)n3C)n2CCCc2ccccc2)C1 (stereo not drawn)
8	-13	1	11	5	7	-14	-13	5	-0.4	COC(=O)c1ccc(CN2C(=O)NC3(CCCCC3)C2=O)cc1
-4	-18	5	7	3	2	3	2	-4	-0.5	CCCNC(=O)/C=C/c1ccc(S(=O)(=O)Nc2ccccc2OC)cc1
-2	9	-1	3	-3	-2	3	-1	-26	0.4	Cc1cc2nc(-c3ccco3)cc(C(F)(F)F)n2n1
2	8	4	8	0	-11	3	-8	1	0.1	Cn1c(-c2ccccc2)cnc1SCc1nc2ccccc2c(=O)[nH]1
6	-2	-6	4	8	6	-4	-4	7	-0.5	Cc1cc([N+](=O)[O-])ccc1NC(=O)C[n+]1ccc(N(C)C)cc1
0	3	-1	-1	4	4	5	-2	4	0.2	CC(=O)c1ccc(S(=O)(=O)N2CCN(CC(=O)Nc3ccnn3C3CCCC3)CC2)cc1
-3	9	-8	3	0	4	-3	5	11	0.1	CN(C)S(=O)(=O)c1cccc(C(=O)NCCc2ccccc2)c1
-63	-5	4	-5	-4	-2	14	3	-209	0.4	C=CCNC(=O)c1c2c(nc3ccccc13)-c1ccccc1CC2
0	-8	3	-3	0	2	7	3	2	1.0	COCC1CN(CCc2ccc(F)cc2)S(=O)(=O)c2c(OCCN3C(=O)[C@@H]4[C@H](C3=O)[C@@H]3C=C[C@H]4C3)cccc2O1 (stereo partly drawn)
3	5	-7	5	3	-30	0	-3	2	-0.1	N#Cc1c(N)[nH]c(C(=O)c2ccccc2)c1-c1ccc(Br)cc1
-4	-7	0	-2	1	-1	-2	9	0	-0.5	CCCN1CNc2c(c(=O)[nH]c(=S)n2-c2ccc(Cl)cc2)C1
-4	-2	-1	13	0	1	5	5	-5	-0.1	COC(=O)NN1C(=O)C(c2ccccc2)=C(c2ccc(Cl)cc2)C1=O
-4	6	-5	7	2	-1	8	-6	0	0.2	Cn1c(CNC(=O)Nc2cccc(Cl)c2)nnc1SCc1ccccc1
-2	0	-1	10	-3	0	-3	1	-11	0.0	CCOc1ccc(OCC(=O)N2CCN(S(=O)(=O)c3ccccc3)CC2)cc1
4	3	4	8	7	9	-14	-7	15	0.3	Cc1ccc(-n2c(SCC(=O)N/N=C/c3c(C)nn(-c4ccccc4)c3C)nc3ccccc3c2=O)cc1
-5	5	9	3	-4	-2	10	-5	2	-0.3	Cc1cccc(N2CCN(C(=O)CCNC(=O)Cn3ccc4ccccc4c3=O)CC2)c1C
0	-7	10	3	-4	0	1	1	-11	0.2	COc1cc(/C=C/CNC[C@H]2O[C@@H](n3cnc(C(N)=O)n3)[C@H](O)[C@@H]2O)ccc1O
-1	7	-8	10	-3	-31	0	-3	-6	-0.4	COc1cccc2c1C(=O)C=C(C)C2=O
-5	13	-10	-3	-6	-1	-10	8	-10	0.6	O=C(c1cccc(F)c1)N1CCN(c2ccc([N+](=O)[O-])c3cccnc23)CC1
-2	-3	-1	-1	6	1	7	-5	-4	0.4	Cc1cc(C(F)(F)F)nn2cnnc12
-6	-2	5	-8	0	4	-2	1	4	0.7	CCc1noc(C)c1C(=O)NC1CCCc2c1cnn2-c1cc(C)cc(C)c1 (stereo not drawn)
0	3	5	-3	-5	3	-13	0	-10	0.2	COc1ccccc1CNC(=O)CN1C(=O)NC(c2ccccc2)(c2ccc(C)c(C)c2)C1=O (stereo not drawn)
2	0	-1	-4	0	3	6	7	-3	0.0	CC1CC(C)CN(S(=O)(=O)N2CCCC(C(=O)NCCc3ccc(Cl)cc3)C2)C1 (stereo not drawn)
-5	3	10	-14	1	1	4	5	1	-0.4	COc1ccc(CCNC(=O)NC23CC4CC(CC(C4)C2)C3)cc1
1	-5	0	-4	4	2	9	1	3	-0.1	CC(C)(CNC(=O)c1ccc(Cl)c(S(=O)(=O)N2CCc3ccccc3C2)c1)N1CCOCC1
4	3	-1	4	-2	-1	1	3	15	0.2	COc1ccccc1-c1csc(C(C)(O)c2cccc(F)c2)n1 (stereo not drawn)
-1	7	3	-3	1	0	-1	5	-2	0.4	Cc1ccc(-n2ccnc2SCC(=O)N(CC(C)C)C2CCS(=O)(=O)C2)c(C)c1 (stereo not drawn)
0	0	1	4	1	2	9	-6	4	0.2	O=S(=O)(Nc1ccc(S(=O)(=O)Nc2nccs2)cc1)c1ccc2c(c1)OCCO2

Sorted by heavy-atom count (descending): some entries from above.
ADAM17 inh	ARFGAP1 inh	Tn6 DDE FP	ASAP1 GAP inh	LEDGF integ inh	PLC-gamma1 inh	TDP2 inh	DDE Tn7 FP inh	ADAM10 inh	KLK7 zymogen act	SMILES
-5	5	9	3	-4	-2	10	-5	2	-0.3	Cc1cccc(N2CCN(C(=O)CCNC(=O)Cn3ccc4ccccc4c3=O)CC2)c1C
0	0	1	4	1	2	9	-6	4	0.2	O=S(=O)(Nc1ccc(S(=O)(=O)Nc2nccs2)cc1)c1ccc2c(c1)OCCO2
-6	-2	5	-8	0	4	-2	1	4	0.7	CCc1noc(C)c1C(=O)NC1CCCc2c1cnn2-c1cc(C)cc(C)c1 (stereo not drawn)

Assay outcomes: PubChem BioAssay, The Scripps Research Institute Molecular Screening Center

Random draw from the library, and some 4.2% of all compounds hit somewhere here.
